# GRIN3A LBD mod: modulators (binders) of human NR3A ligand-binding domain; NR3A LBD differential scanning fluorimetry, Tm shift; 0% = protein alone, 100% = glycine-bound protein; Tm shift relative to glycine control, % at 25 µM; actives 2.5% (n = 340,000); AID 1259313;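 active = melting temperature shift of at least 10% of the positive control shift, at one fixed dose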
# The depositor's hits bear a star. A portion of the library. The share of hits here may be higher or lower than overall.
GRIN3A LBD mod	mol
-2	CC(C)CC1=NN2C(=N)/C(=C\c3coc4ccccc4c3=O)C(=O)N=C2S1
-3	COc1cccc(C=NNC(=S)NN=Cc2cccc(OC)c2OC)c1OC
-1	O=C(O)c1ccccc1C(c1ccccc1)c1ccccc1O (stereo not drawn)
1	COc1ccc(CNC(=O)CN2C(=O)NC(c3ccccc3)(c3ccccc3)C2=O)cc1OC
1	CN(C)Cc1cc(C(C)(C)c2ccccc2)ccc1O
-1	CC(C)Cn1cnc2c(SCCc3ccccc3)nc(N)nc21
0	Cc1c(NS(=O)(=O)c2ccc(C(=O)N(C)Cc3cccc(Cl)c3Cl)cc2)c(=O)n(-c2ccccc2)n1C
-2	CN1CCN(C(=O)/C(C#N)=C/c2ccc(OC(F)F)cc2)CC1
-1	Cc1cc(C)c(S(=O)(=O)N2CCN(C(=O)c3c(C)nn(-c4ccccc4)c3Cl)CC2)c(C)c1
0	CCN1CCN(c2ccc(S(=O)(=O)N3CCCCC3)cc2NC(=O)CCNC(C)=O)CC1
-1	CCOC(=O)Cn1c(-c2cccnc2)nc(-c2ccccc2)c1-c1ccccc1
2	CC1=C(C(=O)O)CC(S(=O)(=O)O)C1(C)C (stereo not drawn)
-1	O=C(Cc1ccc(NC(=O)C2CCCN(C(=O)c3ccccc3)C2)cc1)Nc1ccc(C(=O)N2CCOCC2)cc1 (stereo not drawn)
-3	c1cc2c3c(cccc3c1)NN=N2
-1	Cc1ccc2cc(CN(Cc3nnnn3C3CCCC3)C3CCCCC3)c(=O)[nH]c2c1C
-5	CCOc1ccc(NC(=O)C(c2ccccn2)N(C(=O)CCl)c2ccc(OCC)cc2)cc1 (stereo not drawn)
12*	CN(C)c1ccc(/C=C/C(=O)c2ccc(O)cc2)cc1
1	C=CCOc1c(Cl)cc(Cl)cc1S(=O)(=O)NCCO
-2	COc1ccc(C2CC(=O)c3cnc(N)nc3C2)c(OC)c1 (stereo not drawn)
0	S=c1[nH]nc2ccccn12
1	CC1CC2OC2CC1COC(=O)C1CC2OC2CC1C (stereo not drawn)
-1	C=C[C@]12CC[C@H](OC(C)=O)CC1=CCC1C2CC[C@@]2(C)C1CCC21OCCO1 (stereo partly drawn)
0	CC[C@]12C(=O)N(C)C[C@H]([C@@H]3C(=O)N(Cc4ccccc4)C(=O)[C@@H]31)N2C(=O)c1ccc(F)cc1
1	COc1ccc(-c2c(C#N)c(N)nc3sc(C(=O)c4ccccc4)c(N)c23)cc1
3	COc1ccc2nc(NC(=O)CCc3nc(-c4ccccc4F)no3)sc2c1
1	OC1CCCC1NCc1ccnc2cc(Cl)ccc12 (stereo not drawn)
-1	CCCCC(c1nnnn1CCOC)N1CCN(C(=O)c2ccco2)CC1 (stereo not drawn)
3	CCN1C[C@@H]2[C@@H]3C(=O)N(C)C(=O)[C@@H]3[C@](C)(C1=O)N2C(=O)c1ccc(C)cc1
-4	[O-]/[N+](=N\Nc1ccc(Cl)cc1)c1ccccc1
-2	COc1cc(/C=C/C(C)=NNc2ccccc2)ccc1O
-3	[O-][n+]1cccc2cccc(O)c21
-15	O=c1c2c(-c3ccccc3)csc2nc2c3ccccc3c(NCCN3CCOCC3)nn12
-12	Cc1cccc2c3nc4ccccc4nc3n(CCCN3C(=O)c4ccccc4C3=O)c12
-3	N=c1c2ccccc2nnn1-c1ccccc1[N+](=O)[O-]
2	O=[N+]([O-])c1cccc2cnccc12
0	Cc1cc(=O)oc2c(CN3CCOCC3)c(O)ccc12
-1	CC1(C)C(=O)Nc2ccccc2N1C(=O)COC(=O)CNS(=O)(=O)c1ccc(Br)cc1Cl
-1	O=C1NCCN(CC2CCN(CCc3ccc(Cl)c(Cl)c3)CC2)C1=O
-1	CC(=O)NC12CC3CC(C1)CC(C(=O)N1CCN(S(=O)(=O)c4ccccc4C#N)CC1)(C3)C2
1	CC(=O)Oc1ccc2c(c1)CCC1C2CCC2(C)C(OC(C)=O)CCC12 (stereo not drawn)

# Looked up by compound from the list above (two):
GRIN3A LBD mod	mol
-12	Cc1cccc2c3nc4ccccc4nc3n(CCCN3C(=O)c4ccccc4C3=O)c12
2	O=[N+]([O-])c1cccc2cnccc12

# The listing continues:
GRIN3A LBD mod	mol
-4	OCC(O)C1OC(c2ccccc2)OC(CO)C1O (stereo not drawn)
0	CSCCC(NS(=O)(=O)c1ccc(Cl)cc1)C(=O)N1CCN(c2ccccc2)CC1 (stereo not drawn)
-1	COc1ccc(S(=O)(=O)N2C[C@H]3CON(C)[C@H]3C[C@H]2c2cccc(Br)c2)cc1
-7	Clc1ccc2nc(CSc3nnc(-c4c[nH]c5ccccc45)o3)cn2c1
1	O=C(NCc1ccccc1)c1cccc(NC(=O)C2CCC2)c1
0	O=C(Nc1ccc(F)cc1)c1ccccc1NC(=O)C1CCCCC1C(=O)O (stereo not drawn)
-1	Cc1ccccc1NC(=O)N1C2CCCC1CC(NC(=O)C(C)(C)C)C2 (stereo not drawn)
-1	CC1Cc2cccc3ccc(=O)n(c23)C1 (stereo not drawn)
-11	Cc1ccc(NS(=O)(=O)c2cc([N+](=O)[O-])ccc2NNC(=S)Nc2cccc(Cl)c2)c(C)c1
-3	CN(Cc1ccccc1)C(=O)c1ccc(NC(=O)Cc2ccc(NC(=O)C3CCN(C(=O)C4CCCC4)CC3)cc2)cc1
-2	NC(=O)C1(Nc2ccccc2)CCCC1
0	c1ccc2c(c1)CCN(CCCNc1nc3ccccc3n3cnnc13)C2
-13	CC1=CC(C)(C)Nc2ccc(OC(=O)CN3C(=O)c4cccc5cccc(c45)C3=O)cc21
0	CCOC(=O)N1C2CCC(C2)N1C(=O)OCC
0	O=[N+]([O-])c1cccc(OCCCN2CCC(Cc3ccccc3)CC2)c1
-2	Cc1ccccc1C(=O)N1CCC(C(=O)Nc2ccc(S(=O)(=O)N3C(C)CCCC3C)cc2)CC1 (stereo not drawn)
-3	COc1cccc(/C=C(/C(=O)OCC(=O)NC2CCCC(C)C2C)c2ccccc2)c1 (stereo not drawn)
1	CCCCCC1C(C(=O)OCC)C(=O)NC1(C(=O)OCC)C(=O)OCC (stereo not drawn)
-2	O=C(NNCc1ccccc1)c1ccccn1
-2	Cc1cc(C)n2c(SCC(O)=C(C#N)c3nc4ccccc4[nH]3)nnc2n1
0	Cc1sc2nc(SCC(=O)Nc3ccc(Cl)c(C(=O)O)c3)[nH]c(=O)c2c1C
0	O=C(c1cccc(S(=O)(=O)N2CCCCCC2)c1)N1CCN(Cc2ccccc2)CC1
-2	O=C(CC1Sc2ccccc2NC1=O)NNc1cc(Cl)ccc1Cl (stereo not drawn)
-4	O=C(Nc1nc(-c2cccs2)c(-c2cccs2)s1)C1CCCC1

# In the list so far, four have a thiophene ring, fused or not.
GRIN3A LBD mod	mol
1	COc1ccc(-c2c(C#N)c(N)nc3sc(C(=O)c4ccccc4)c(N)c23)cc1
-15	O=c1c2c(-c3ccccc3)csc2nc2c3ccccc3c(NCCN3CCOCC3)nn12
0	Cc1sc2nc(SCC(=O)Nc3ccc(Cl)c(C(=O)O)c3)[nH]c(=O)c2c1C
-4	O=C(Nc1nc(-c2cccs2)c(-c2cccs2)s1)C1CCCC1

# Ordered by the number under GRIN3A LBD mod (smallest number first): 3 from the list above.
GRIN3A LBD mod	mol
-12	Cc1cccc2c3nc4ccccc4nc3n(CCCN3C(=O)c4ccccc4C3=O)c12
-3	c1cc2c3c(cccc3c1)NN=N2
0	S=c1[nH]nc2ccccn12

# Continued:
GRIN3A LBD mod	mol
0	O=c1cc(-c2ccccc2)oc2cccc(O)c12
-1	Oc1cc(O)c(CN2CCOCC2)cc1CN1CCOCC1
30*	Nc1cc2c(cc1Cl)-c1ccc(Cl)cc1C2
0	CCCCC(=O)Nc1ccc2c(c1)nc1n2CCN(CCOC)C1
1	O=C(NCC(c1cccs1)N1CCOCC1)C1CCN(S(=O)(=O)c2cc(Cl)ccc2Cl)CC1 (stereo not drawn)
-1	CN(C(=O)c1cccc(NC(=O)Cc2ccc(NC(=O)C3CCCN(C(=O)C4CCC4)C3)cc2)c1)C1CC1 (stereo not drawn)
-3	CC(=O)OC1CC2(C)C(CCC2(O)C(C)=O)C2CCC3C(Cl)C(=O)CCC3(C)C12 (stereo not drawn)
-1	CCc1ccc(NC(=O)C(C)OC(=O)CCN2C(=O)C3CC=CCC3C2=O)cc1 (stereo not drawn)
0	COc1ccc(CN(C)C(=O)c2ccc(NC(=O)CC3SC(N4CCCCC4)=NC3=O)cc2)c(OC)c1 (stereo not drawn)
3	CCC(C)Cn1cnc2c(SCc3ccccc3F)nc(N)nc21 (stereo not drawn)
0	Cc1cc(C)cc(-c2nnc(SCC(=O)NCC3CCCO3)o2)c1 (stereo not drawn)
36*	CC(C)C[C@@H](CN1CCCC1CN1C(=S)NC[C@@H]1Cc1ccc(O)cc1)N1C[C@H](Cc2ccc(O)cc2)N(CC2CCCCCC2)C1=S (stereo partly drawn)
0	C=C(C)c1nc(Oc2ccccc2)nc(Oc2ccccc2)n1
-1	COC(=O)c1ccc(Oc2cc(C)nc(-n3nc(C)cc3C)n2)cc1
3	CC1=CC(=O)N(c2cccc3c(N4C(=O)C=C(C)C4=O)cccc23)C1=O
-1	C[C@H](O)[C@@H]1C(=O)N2CCc3ccc(-c4cccc(F)c4)cc3[C@@H]2C[C@@H]1N(C)C(=O)C(C)(C)C
0	N#C/C(=C/c1ccc(N2CCCCC2)o1)C(=O)NCCc1c[nH]c2ccccc12
429*	CCOC(=O)C1=C(C)N=c2s/c(=C\c3ccc(C(=O)O)cc3)c(=O)n2C1c1ccc(OC)cc1OC (stereo not drawn)
-2	CCCCOc1ccccc1NC(=O)c1scc2c1OCCO2
-2	COc1ccc(-c2cc(=O)c3ccc(O)cc3o2)cc1
-8	CC#Cc1cc2c(cc1O)CCC1C2CCC2(C)C(O)CCC12 (stereo not drawn)
0	O=[N+]([O-])c1cccc(Cn2cnc3c(=S)nc[nH]c32)c1
-1	CC(=O)C1(O)CCC2C3CCC4CC(O)CCC4(C)C3C(=O)CC21C (stereo not drawn)
-1	O=Cc1ccc(Sc2ncccn2)o1
0	CC(C)COCC1CC2(CC(C)(c3csc(N)n3)OC2=O)C(=O)O1 (stereo not drawn)
0	NC(=S)NN=C1CCCCCCCCC1
0	CCCN1C(=O)/C(=C\c2nc3ccccc3c(=O)[nH]2)c2ccccc21
-1	O=C(N/N=C/c1ccncc1)c1ccncc1
-3	COc1ccc2nc(NN=C(C)c3ccccn3)cc(C)c2c1
-1	CN(C)C(CNC(=O)c1cc(S(=O)(=O)N(C)c2ccc(F)cc2)ccc1Cl)c1cccs1 (stereo not drawn)
-13	Cc1cc(C)c(NS(=O)(=O)c2ccccc2)c(C)c1NS(=O)(=O)c1ccccc1
0	Cc1cc(N)nc(=O)n1C1CC(O)C(CO)O1 (stereo not drawn)
0	COc1ccc(N2CC(C(=O)N3CCN(S(=O)(=O)c4ccc(F)c(F)c4)CC3)CC2=O)c(OC)c1 (stereo not drawn)
1	C=CCN1C(C(=O)c2ccccc2)=C(OC(=O)COc2ccccc2)c2ccccc2S1(=O)=O
0	Cn1c(=O)c2[nH]c(Cc3ccsc3)nc2n(C)c1=O
-7	COc1cc(C(C)=O)ccc1OCC(=O)Nc1cc(S(=O)(=O)N2CCOCC2)ccc1N1CCCC1
12*	S=C(Nc1ccccc1)Nc1ccc2ccccc2c1
-1	Fc1ccc(-c2cnn3c(-c4cccs4)ccnc23)cc1
2	O=C1NC(=O)C(c2ccccc2)(c2ccccn2)N1 (stereo not drawn)
2	CC1CCCC(CC(N)=O)CC1 (stereo not drawn)
2	COc1ccc(CNCCS(=O)(=O)NCc2ccccc2)cc1
-8	O=C(OCCN1C(=O)c2cccc3c(N4CCOCC4)ccc(c23)C1=O)c1ccccc1Cl
-9	C=CCN(CC=C)c1ncnc2[nH]ncc12
3	O=C(Nc1cccc([N+](=O)[O-])c1)N(c1ccccc1)c1ccccc1
-2	O=c1[nH]cnc2c1ncn2C1OCC(O)C(O)C1O (stereo not drawn)
0	F[B-](F)(F)c1cnc2ccccc2c1
33*	Oc1ccc(C[C@H]2CNC(=S)N2CC2CCCN2C[C@H](Cc2ccc(O)cc2)N2C[C@H](Cc3ccccc3)N(CC3CCCCC3)C2=S)cc1 (stereo partly drawn)
1	CC(C)(C)c1cc(C2COC(=O)COCCOCC(=O)OCCOCCO2)cc(C(C)(C)C)c1O (stereo not drawn)
0	CN1CCC(N(C)C(=O)/C(C#N)=C/c2ccc(OC(F)F)cc2)CC1
2	C[C@H]1CN(S(=O)C(C)(C)C)[C@H](CCO)/C1=C\c1ccccc1 (stereo partly drawn)
-1	CC(=O)OC1COC(OC(C)=O)CO1 (stereo not drawn)
0	CC1(C)Cc2c(sc3c2c(=O)n(Cc2ccccc2)c2nncn32)CO1
-1	CC1(N=Cc2cc(Cl)ccc2O)COP(=O)(NC2CCCC2)OC1 (stereo not drawn)
-9	Cc1cc(O)c(C(C)C)cc1N=Cc1ccc(N(C)C)cc1
3	NC(C(=O)O)C1ON=C(Cl)C1O (stereo not drawn)
1	CN=c1sc2c(n1C)C(=O)c1ccccc1C2=O

# Two of the compounds above, field by field:
> Oc1cc(O)c(CN2CCOCC2)cc1CN1CCOCC1
- GRIN3A LBD mod: -1
> Nc1cc2c(cc1Cl)-c1ccc(Cl)cc1C2
- GRIN3A LBD mod: 30*

# Assay outcomes: PubChem, Sanford-Burnham Center for Chemical Genomics
